HT1080 IDH1KD tx – HT-1080 IDH1 knockdown cell toxicity (counter line). HT-1080 IDH1 knockdown viability, ATP luminescence, 48 h. Potency, µM (series often up to 46.1 µM), for the others: top-dose activity, negative = toxicity, actives largely listed as cytotoxic. actives 2% (n = 360,000). AID 686971;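 note: potency is the fitted concentration of half-maximal effect; 0% = DMSO wells and -100% = cell-free medium wells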
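CellTiter-Glo luminescence after 48 h compound exposure at 37 degrees C of IDH1-knockdown HT-1080 cells in 5% FBS RPMI. %Activity scaled between DMSO wells and cell-free media wells, with curves fitted and assigned curve classes.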
KB-V1 cytotox – KB-V1 MDR subline cytotoxicity; KB-V1 MDR cells viability, CellTiter-Glo, 72 h; actives 3.4% (n = 400,000); Potency, µM (top dose mostly 46.1 µM), without a hit: top-dose activity change, negative = cytotoxicity, actives largely listed as cytotoxic; note: potency is the fitted concentration of half-maximal effect; % is set by controls: 0 for no effect and ±100 for the full control effect; nearly all actives have a fitted effect of over 60% in size
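KB-V1 cells (P-gp-expressing MDR subline of KB-3-1) in phenol-red-free DMEM with 10% FBS were exposed to library compounds over a concentration series for 72 h at 37 degrees C. Viability read by CellTiter-Glo luminescence; concentration-effect curves fitted after normalization.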
ATXN2 expr inh – inhibitors of ATXN2 expression. HEK-293 ATXN2-luciferase reporter, luminescence, 24 h. Potency, µM (top dose mostly 57 µM), inactives show at the top dose activity change, negative = inhibition, most hits filed as inhibitors. actives 0.72% (n = 360,000). AID 1745845; note: potency is the fitted concentration of half-maximal effect; % is set by controls: 0 for no effect and ±100 for the full control effect; nearly all actives have a fitted effect of over 55% in size
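qHTS (up to 57 uM final) was run with 24 h compound exposure of reporter cells at 37 °C. Each well was multiplexed: SteadyGlo luminescence measured ATXN2-luciferase expression after a fluorogenic Gly-Phe-AFC viability readout (25 uM final).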
MCF10A rereplic – DNA re-replication induction in MCF 10a cells; MCF 10A DNA re-replication, Hoechst nuclear intensity, 48 h; Potency, µM (series often up to 46.1 µM), for inactives: at the highest dose activity, positive = re-replication, actives largely listed as activators; actives 2.9% (n = 350,000); note: potency is the fitted concentration of half-maximal effect; % of control where 0% means no effect; nearly all actives have a fitted effect of over 50% in size
HT1080NT lethal – kills 2HG-producing HT-1080-NT fibrosarcoma cells. HT-1080-NT fibrosarcoma viability, CellTiter-Glo ATP luminescence, 48 h. Potency, µM (doses to about 46.1 µM), inactives show top-dose activity, negative = less viability, actives largely listed as cytotoxic. actives 1.6% (n = 360,000). AID 686970;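 note: NT is the 2HG producing partner of a matched IDH1 knockdown line; potency is the fitted concentration of half-maximal effect; 0% = DMSO-treated cells and -100% = media-only wells without cells; nearly all actives have a fitted effect of over 55% in size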
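Read-out is CellTiter-Glo luminescence after 10 minutes at room temperature, following 48 hours' compound treatment of HT-1080-NT cells (750 cells/well, RPMI, 5% FBS, 37 degrees C).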
SW480 rerep – inducers of DNA re-replication in SW480 colon cancer cells; actives 1.8% (n = 340,000); Potency, µM (doses to about 46.1 µM), for inactives: top-dose re-replication activation, most hits filed as activators; SW480 DNA re-replication, Hoechst DNA content imaging, 48 h; note: potency is the fitted concentration of half-maximal effect; % of control where 0% means no effect; nearly all actives have a fitted effect of over 55% in size
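Per well, 250 cells were exposed to pinned compound for 48 hr. Nuclear DNA was visualised with Hoechst (40 min, 37 C) and total object intensity recorded by fluorescence scanning.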
KB-3-1 tox – KB-3-1 parental cell cytotoxicity; actives 1.4% (n = 400,000); Potency, µM (series often up to 46.1 µM), inactives show at the highest dose activity change, negative = cytotoxic, most hits filed as cytotoxic; KB-3-1 viability, CellTiter-Glo ATP luminescence, 72 h; note: potency is the fitted concentration of half-maximal effect; % is set by controls: 0 for no effect and ±100 for the full control effect; nearly all actives have a fitted effect of over 60% in size
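Cytotoxicity measured as CellTiter-Glo luminescence after 72 h at 37 C. Compound titrations were pinned onto drug-naive KB-3-1 parental adenocarcinoma cells grown in DMEM with 10% FBS, and normalized data fitted to concentration-response curves.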
IL1B secr inh – inhibitors of inflammasome signaling (IL-1 beta secretion). actives 4.7% (n = 360,000). activity change, % at 57.5 µM. AID 743279. THP-1 LPS/ATP IL-1B secretion, AlphaLISA, 16 h; hits give low values; in the data active = activity change below about -50%; inconclusive = mostly about -30% to -49%; note: % is set by controls: 0 for no effect and ±100 for the full control effect
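THP-1 cells pretreated 1 hr with compounds (up to 57.5 uM final), then stimulated with LPS (250 ng/mL final) plus ATP (1.25 mM final); secreted IL-1B measured by AlphaLISA after 16 hr, decreased signal indicating inhibition.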
WRN inhibitor – blocks human WRN helicase; Q14191; WRN helicase unwinding, fluorescent forked duplex, kinetic; Potency, µM (titrated, usually from 114 µM), inactives show top-dose activity change, negative = inhibition, usual class: inhibitors; actives 0.46% (n = 360,000); note: potency is the fitted concentration of half-maximal effect; % is set by controls: 0 for no effect and ±100 for the full control effect; nearly all actives have a fitted effect of over 55% in size
Target sequence (Q14191 whole entry, looked up): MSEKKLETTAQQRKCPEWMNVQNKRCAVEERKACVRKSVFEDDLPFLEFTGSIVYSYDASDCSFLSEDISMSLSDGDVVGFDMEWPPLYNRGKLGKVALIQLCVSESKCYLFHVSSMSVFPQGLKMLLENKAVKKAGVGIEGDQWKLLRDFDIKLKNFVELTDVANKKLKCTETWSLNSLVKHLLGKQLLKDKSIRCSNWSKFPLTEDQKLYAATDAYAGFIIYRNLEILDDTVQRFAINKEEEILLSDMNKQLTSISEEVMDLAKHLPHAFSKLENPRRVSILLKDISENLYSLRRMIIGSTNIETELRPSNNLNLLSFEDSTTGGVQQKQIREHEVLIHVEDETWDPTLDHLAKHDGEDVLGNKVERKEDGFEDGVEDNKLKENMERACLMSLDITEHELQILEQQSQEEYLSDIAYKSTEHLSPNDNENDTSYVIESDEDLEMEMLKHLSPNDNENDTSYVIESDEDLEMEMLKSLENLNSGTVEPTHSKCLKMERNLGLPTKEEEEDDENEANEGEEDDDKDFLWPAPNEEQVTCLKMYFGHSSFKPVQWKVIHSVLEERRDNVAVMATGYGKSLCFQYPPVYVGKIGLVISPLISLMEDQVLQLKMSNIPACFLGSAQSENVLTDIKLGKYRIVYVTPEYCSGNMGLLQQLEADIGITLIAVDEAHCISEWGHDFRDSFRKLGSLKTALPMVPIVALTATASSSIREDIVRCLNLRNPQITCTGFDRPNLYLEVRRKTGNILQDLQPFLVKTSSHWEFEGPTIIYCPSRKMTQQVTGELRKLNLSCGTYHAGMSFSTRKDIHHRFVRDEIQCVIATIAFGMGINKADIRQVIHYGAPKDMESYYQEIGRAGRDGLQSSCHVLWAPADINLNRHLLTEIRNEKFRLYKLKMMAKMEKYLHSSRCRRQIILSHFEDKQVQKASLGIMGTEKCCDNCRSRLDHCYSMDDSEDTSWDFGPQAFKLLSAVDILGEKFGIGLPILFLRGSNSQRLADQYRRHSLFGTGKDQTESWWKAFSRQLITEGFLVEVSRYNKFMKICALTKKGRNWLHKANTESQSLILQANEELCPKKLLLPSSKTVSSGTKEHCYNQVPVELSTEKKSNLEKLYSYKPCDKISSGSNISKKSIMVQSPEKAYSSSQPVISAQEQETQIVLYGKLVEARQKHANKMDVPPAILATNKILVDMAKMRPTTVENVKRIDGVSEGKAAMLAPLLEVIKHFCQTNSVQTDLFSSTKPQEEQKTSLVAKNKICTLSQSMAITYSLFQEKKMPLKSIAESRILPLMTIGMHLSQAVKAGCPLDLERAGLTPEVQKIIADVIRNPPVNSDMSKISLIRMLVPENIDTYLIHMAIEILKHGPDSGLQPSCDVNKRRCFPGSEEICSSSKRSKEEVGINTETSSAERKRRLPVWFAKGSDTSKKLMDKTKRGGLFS
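WRN at 20 nM final preincubated with compound 15 min at room temperature; reaction started with 100 nM fluorophore/quencher forked duplex oligonucleotide and 2 mM ATP final. Unwinding followed kinetically by red fluorescence (ex 525, em 598 nm).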
* hit, by the source's call; i = inactive; ? = inconclusive; nt = no result given; [ ] = dose if it differs, or a comment. Unless noted, calls come from the whole dose curve; as a rule, active = well fitted curve in the direction sought with a large enough effect; inconclusive = small, poorly fitted or top-dose-only effect, or another doubt; inactive = no such curve, though single readings can be large; an effect the other way counts as inactive or inconclusive. Rows were taken by chance; overall some 12% were active at least once.

SMILES	HT1080 IDH1KD tx	KB-V1 cytotox	ATXN2 expr inh	MCF10A rereplic	HT1080NT lethal	SW480 rerep	KB-3-1 tox	IL1B secr inh	WRN inhibitor
Cc1cc(C(F)(F)F)nc(NCc2ccc(F)cc2)n1	-6%	2%	-8%	?	-2%	4%	15%	-5	6%
CCOC(=O)/C=C/C(=O)Nc1ccc(S(=O)(=O)N(C)c2ccccc2)cc1	21µM*	-4%	?	?	?	22%	0%	-110*	?
COc1ccc(Cl)cc1-c1noc([C@@H]2O[C@H](CO)[C@H](O)[C@H](O)[C@H]2O)n1	23%	4%	2%	nt	14%	nt	0%	23	-3%
Cc1ccc(-n2ncc(C#N)c2/N=C/N2CCOCC2)cc1	7%	-5%	-2%	5%	-4%	-3%	12%	4	13%
CC1(C(=O)NS(=O)(=O)c2ccccc2)CCN1C(=O)CC1CC1 (configuration not stated)	13%	-4%	2%	nt	20%	nt	0%	0	7%
O=C(NC1CCCC1)C(c1ccncc1)N(C(=O)c1csnn1)c1ccccc1 (configuration not stated)	9%	2%	-11%	13%	14%	0%	5%	17	6%
Cc1ccc(NC(=O)CCNS(=O)(=O)c2ccccc2)cc1S(=O)(=O)N1CCOCC1	4%	0%	0%	2%	-2%	-4%	-12%	3	5%
Cc1ccc(C2CC(=O)N3CN(c4ccc(Br)cc4)CSC3=C2C#N)o1 (configuration not stated)	8%	2%	-10%	4%	-2%	2%	-17%	-2	2%
COc1ccc(CCNC(=O)C(=O)c2c(C)n(C)c3ccccc23)cc1OC	4%	?	-1%	-2%	6%	0%	-15%	-11	3%
CC[C@]12c3[nH]c4cc(-c5ccco5)ccc4c3CCN1C(=O)[C@@H](CC(=O)NC/C=C(\C)CCC=C(C)C)C[C@@H]2C(=O)N1CCN(C(=O)C2CC2)CC1	?	1%	?	?	?	32%	?	?	-1%
Cc1ccc(C)c(N2CCN(S(=O)(=O)c3ccc4c(c3)NC(=O)CC(=O)N4)CC2)c1	-3%	17%	-17%	-10%	-3%	0%	-2%	50	-13%
CC(=O)c1cccc(NC(=O)CSc2ccc(-c3sc(C)nc3C)nn2)c1	-19%	?	-9%	4%	-18%	-32%[inhibitor]	-9%	i	-9%
COC(=O)CN(c1ccccc1F)S(=O)(=O)c1ccccc1	9%	3%	6%	2%	6%	-14%	8%	11	6%
O=C(Nc1ccc(Br)cc1)c1ccc(N2C(=O)C3CC=C(Cl)CC3C2=O)cc1 (configuration not stated)	?	?	-6%	35%	?	0%	-26%	0	-42%[57.1 µM]
CN(C)S(=O)(=O)c1cccc(NC(=O)CNCc2ccccn2)c1	4%	15%	-5%	4%	8%	-17%	-2%	36	1%
CCN1C=C(C(=O)c2ccccc2)C(=O)CC1	2%	-3%	3%	5%	4%	0%	-2%	-13	3%
O=C(C1CCCN(CCCc2ccccc2)C1)N1CCCCCC1 (configuration not stated)	16%	-8%	-11%	?	0%	-2%	-4%	-16	-28%[57.1 µM]
CC(=O)N1CCN(c2ccc(NC(=S)NC(=O)c3ccc(C)c([N+](=O)[O-])c3)cc2)CC1	2%	-3%	-28%	-4%	-7%	-29%	-9%	-18	-31%
CCc1ccc2c(Cl)c(C(=O)N/N=C/c3c[nH]c4ccccc34)sc2c1	2%[9.24 µM]	?	3%	?	?	?	?	-50*	-19%
CCOc1ccc2[nH]c(=O)c(CN(Cc3ccc(F)cc3)C(=O)N3CCCC3)cc2c1	9%	-15%	-2%	-1%	0%	5%	0%	-20	-8%
Cc1ccccc1Nc1nc(Cl)c(C=O)s1	-5%	?	-23%	1%	1%	-4%	-2%	-19	-7%
Cc1ccc(C(=O)c2coc3ccc(O)cc23)cc1	4%	6%	nt	-1%	-1%	-6%	8%	-6	1%
CC1(c2ccc(NC(=O)c3ccccc3F)cc2)CC1(Cl)Cl (configuration not stated)	-22%	-6%	117%[activator]	6%	-11%	3%	-6%	20	-2%
CCCCn1nnnc1C(c1cc2ccccc2o1)N1CCN(c2cc(C)nc3ccccc23)CC1 (configuration not stated)	?	?	?	nt	18µM*	nt	?	-24	2%
Cc1cc(C(=O)NN=C2CCCCCC2)c(C)o1	1%	27%	8%	?	3%	?	0%	15	-3%
c1coc(CNC2C3CC4CC(C3)CC2C4)c1 (configuration not stated)	11%	2%	-5%	-3%	4%	-7%	14%	-17	-12%
Cc1cc(/C=C(\C#N)C(=O)O)c(C)n1-c1ccc(Br)cc1	-17%	9%	3%	6%	-10%	?	0%	-3	1%
CC(=O)Nc1ccccc1-c1nc2ccccc2nc1OCC(=O)c1ccc2ccccc2c1	?	0%	-12%	4%	?	2%	0%	29	-9%
COc1ccc(OC)c(CNc2ncc(-c3ccc(F)cc3)n2C)c1	-1%	1%	76%[activator]	26%	3%	-10%	15%	-18	4%
Cc1cccc(NC(=O)c2ccc(C)c(S(=O)(=O)N3CCCCC3)c2)n1	-12%	?	7%	14%	-3%	3%	-3%	-12	3%
CC(C)[C@H](CO)Nc1nc(NCc2ccc(S(N)(=O)=O)cc2)c2ncn(C(C)C)c2n1	?	3%	?	27%	?	18µM*	?	-103*	5%
COC(=O)CCC(C(=O)CN1C(=O)c2ccccc2C1=O)N1C(=O)c2ccccc2C1=O (configuration not stated)	8%	?	-8%	-7%	2%	-4%	-1%	0	-1%
COc1cc(O)cc2c1[C@@H]1Oc3c(ccc(O)c3CC=C(C)C)[C@@H]1CO2	1%	-19%	?	4%	0%	-1%	-1%	-4	1%
COCCN(C(=O)Cn1nnc2ccccc21)C(C(=O)NC1CCCC1)c1cc(OC)ccc1OC (configuration not stated)	-1%	-10%	-1%	?	12%	16%	1%	-13	-5%
CC1=C(C(N)=O)C(c2ccccc2F)NC(=O)N1 (configuration not stated)	10%	1%	1%	10%	2%	-4%	-6%	-12	2%
COCCN(C(=S)Nc1ccc(OC)cc1)C1CCN(C(C)C)CC1	26%	-16%	3%	6%	20%	-3%	-8%	-8	2%
CCC(=O)C1=C(O)C(c2cccc(Oc3ccccc3)c2)CCC1=O (configuration not stated)	-5%	-19%	nt	-1%	0%	-4%	?	0	-4%
N=C1SC(c2ccccc2)C(=O)N1c1ncc(Cc2ccccc2Cl)s1 (configuration not stated)	-7%	-5%	18µM*	?	-8%	0%	0%	12	?
COc1cccc2c1C(=O)C[C@]1(CCCC[C@@H]1C)O2	6%	?	4%	?	5%	-18%	15%	46	0%
CC(OC(=O)CNC(=O)c1ccc2ccccc2c1)C(=O)NC1CCCCC1C (configuration not stated)	9%	28%	1%	1%	0%	-9%	11%	-4	0%

A stretch of the results above, as a working copy:
SMILES	HT1080 IDH1KD tx	KB-V1 cytotox	ATXN2 expr inh	MCF10A rereplic	HT1080NT lethal	SW480 rerep	KB-3-1 tox	IL1B secr inh	WRN inhibitor
CC(=O)Nc1ccccc1-c1nc2ccccc2nc1OCC(=O)c1ccc2ccccc2c1	?	0%	-12%	4%	?	2%	0%	29	-9%
COc1ccc(OC)c(CNc2ncc(-c3ccc(F)cc3)n2C)c1	-1%	1%	76%[activator]	26%	3%	-10%	15%	-18	4%
Cc1cccc(NC(=O)c2ccc(C)c(S(=O)(=O)N3CCCCC3)c2)n1	-12%	?	7%	14%	-3%	3%	-3%	-12	3%
CC(C)[C@H](CO)Nc1nc(NCc2ccc(S(N)(=O)=O)cc2)c2ncn(C(C)C)c2n1	?	3%	?	27%	?	18µM*	?	-103*	5%
COC(=O)CCC(C(=O)CN1C(=O)c2ccccc2C1=O)N1C(=O)c2ccccc2C1=O (configuration not stated)	8%	?	-8%	-7%	2%	-4%	-1%	0	-1%
COc1cc(O)cc2c1[C@@H]1Oc3c(ccc(O)c3CC=C(C)C)[C@@H]1CO2	1%	-19%	?	4%	0%	-1%	-1%	-4	1%
COCCN(C(=O)Cn1nnc2ccccc21)C(C(=O)NC1CCCC1)c1cc(OC)ccc1OC (configuration not stated)	-1%	-10%	-1%	?	12%	16%	1%	-13	-5%
CC1=C(C(N)=O)C(c2ccccc2F)NC(=O)N1 (configuration not stated)	10%	1%	1%	10%	2%	-4%	-6%	-12	2%
COCCN(C(=S)Nc1ccc(OC)cc1)C1CCN(C(C)C)CC1	26%	-16%	3%	6%	20%	-3%	-8%	-8	2%
CCC(=O)C1=C(O)C(c2cccc(Oc3ccccc3)c2)CCC1=O (configuration not stated)	-5%	-19%	nt	-1%	0%	-4%	?	0	-4%
N=C1SC(c2ccccc2)C(=O)N1c1ncc(Cc2ccccc2Cl)s1 (configuration not stated)	-7%	-5%	18µM*	?	-8%	0%	0%	12	?
COc1cccc2c1C(=O)C[C@]1(CCCC[C@@H]1C)O2	6%	?	4%	?	5%	-18%	15%	46	0%
CC(OC(=O)CNC(=O)c1ccc2ccccc2c1)C(=O)NC1CCCCC1C (configuration not stated)	9%	28%	1%	1%	0%	-9%	11%	-4	0%

Bioassay records as filed in PubChem.
